# Assay outcomes as filed in PubChem BioAssay.
# BAP1 block – inhibitors of human BAP1 deubiquitinase. Q92560. recombinant BAP1, Ub-AMC hydrolysis fluorescence kinetic; active compounds read low. activity remaining (% of control), % at 20 µM. hit rate 0.48% among 72,000. AID 436;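 active means activity remaining at or below 50% of control, provided the compound also passes the data quality filters; inactive means the rest, including low values that fail the filters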;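 further: 100% = DMSO wells rate and 0% = substrate alone blank rate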
# HePTP inh – inhibitors of human HePTP phosphatase. recombinant HePTP phosphatase activity, OD absorbance. P35236. AID 521. inhibition, % at 20 µM. hit rate 0.64% among 110,000; in the data active means inhibition above about 50%;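 further: plate controls were vehicle for no effect and reference inhibitor for full effect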
# Target sequence (P35236 whole entry, looked up): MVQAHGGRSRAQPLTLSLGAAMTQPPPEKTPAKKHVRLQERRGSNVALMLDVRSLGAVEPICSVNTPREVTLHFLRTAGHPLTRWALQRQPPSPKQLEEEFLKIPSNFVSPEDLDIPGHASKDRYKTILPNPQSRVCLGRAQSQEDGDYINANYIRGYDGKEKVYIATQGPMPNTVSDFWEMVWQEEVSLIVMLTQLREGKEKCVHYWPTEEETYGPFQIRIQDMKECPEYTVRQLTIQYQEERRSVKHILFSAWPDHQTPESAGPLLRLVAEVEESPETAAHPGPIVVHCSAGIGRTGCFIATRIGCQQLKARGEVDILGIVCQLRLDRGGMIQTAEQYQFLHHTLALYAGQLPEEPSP
# The depositor's hits bear a star; . = not tested or not shown; & = joins results of further samples.
BAP1 block | HePTP inh | structure
. | 0 | CC(=O)/C(C(N)=NC(=O)c1ccccc1)=C(/O)c1ccccc1
126 | 2 | OC(CNCCc1ccc(Cl)cc1)COCc1ccco1 (stereo not drawn)
70 | . | COc1ccc(NC(=O)c2cc(-c3ccc(Br)cc3)nc3ccccc23)cc1
. | 0 | CCCC(=O)Nc1cccc(-c2nc3cc(C)ccc3o2)c1
. | 3 | O=C(NCCCn1ccnc1)c1cnn2c(C(F)(F)F)cc(-c3ccc(Br)cc3)nc12
. | 5 | COc1cc(/C=N\N2CCN(c3ccc(C)cc3)CC2)ccc1OCc1ccccc1
. | 19 | O=C(O)CN1C(=O)/C(=C/c2cccc(OCc3ccccc3Cl)c2)SC1=S
68 | 5 | O=C(CN(Cc1ccc2c(c1)OCO2)C(=O)CSc1nc2ccccc2o1)NC1CCCCC1
. | 8 | CC(=O)Nc1ccc(S(=O)(=O)Nc2ccc(OCc3ccccc3)cc2)cc1
. | 9 | CCSc1nc(-c2ccco2)ccc1C#N
. | 1 | Cc1c(Cl)cccc1N=Cc1c[nH]c2ccccc12
. | 5 | CCOC(=O)c1c(-c2ccc(C)cc2C)csc1NC(=O)CSc1nnnn1C
52 | 4 | COC(=O)CN1C(c2ccc(OC)cc2)Nc2ccc(Br)cc2C1c1ccccc1 (stereo not drawn)
56 | 3 | COc1cc(NC(=O)c2ccc3c(=O)n(Cc4ccco4)c(=S)[nH]c3c2)cc(OC)c1OC
. | 10 | COC(=O)CNS(=O)(=O)c1ccc(OC)cc1
. | -1 | O=C(CCC(=O)N/N=C/c1cc(Br)ccc1O)N/N=C\c1cc(Br)ccc1O
. | 4 | CCCSc1nnc(NC(=O)/C=C/c2ccccc2)s1
. | 1 | COC(=O)CSc1nnc2n(-c3ccc(OC)cc3)c(=O)c3c4c(sc3n12)COC(C)(C)C4
. | 0 | C/C(=C\c1ccccc1)CN1CCN(c2ccccc2)CC1
79 | 4 | Cc1nc(/C=[N+](\[O-])C(C)(C)/C=N/O)n(O)c1C
95 | 1 | COC(=O)Nc1ccc(C)c2nsnc12
82 | 1 | FC(F)C(F)(F)C1=CC(c2ccccc2)=NCCN1
. | 6 | O=C(c1c(Cl)cccc1Cl)N1CCN(c2ccc([N+](=O)[O-])cc2)CC1
88 | 5 | COCc1cc(=O)[nH]c(Nc2nc(C)c3ccc(C)cc3n2)n1
104 | -2 | O=C(CCN1CCN(c2ccccc2)CC1)Nc1nccs1
117 | 1&4 | CCOC(=O)c1c(C)nc2sccn12
117 | -3 | Cc1cc(NC(=O)c2ccc(Cl)cc2)no1
62 | -6 | CCOc1ccc(-c2cc(C(=O)N3CCN(C)CC3)c3ccccc3n2)cc1
. | 3 | Nc1ccc[n+](CC(=O)c2ccccc2)c1
. | 1 | Cc1ccc(S(=O)(=O)CCc2nc3ccccc3n2CCC#N)cc1
119 | 1 | O=C(NCCc1ccccn1)C1CC(=O)N(Cc2ccccc2Cl)C1 (stereo not drawn)
100 | -4 | CC1CCCN(C(=O)CSc2nnc(-c3ccc(S(=O)(=O)N4CCOCC4)cc3)n2C)C1 (stereo not drawn)
81 | -6 | CCC(C)(C)NC(=O)CN(C(=O)c1snc(C(N)=O)c1N)c1ccc2c(c1)OCO2
102 | 8 | O=C(NCc1ccc(F)cc1)c1noc2c1CCCC2
. | -2 | CC(C)CNc1nc(-c2ccccc2)nc2ccccc12
62 | -5 | COc1ccc(N2C(=O)CC(N3CCN(c4ccc(S(=O)(=O)N5CCCC5)cc4)CC3)C2=O)cc1 (stereo not drawn)
263 | . | C=CCn1c(=O)c(C(=O)Nc2ccc(O)cc2)c(O)c2ccccc21
110 | 8 | Cn1c(=O)[nH]c(=O)c2c1nc(N1CCNCC1)n2CCOc1ccccc1
79 | . | c1ccc(SN=C(c2ccccc2)c2ccccc2)cc1
. | -17 | O=S(=O)(NCc1ccc(F)cc1)c1ccc2ccccc2c1
113 | 1 | CCc1ccc(NC(=O)CS(=O)CC(=O)NC(C)CCc2ccco2)cc1 (stereo not drawn)
. | -9 | COc1ccc(C(=O)c2ccc(N3CCCCC3)c([N+](=O)[O-])c2)cc1
. | 3 | COc1ccc(C(=O)N2CCN(S(=O)(=O)c3ccc(Cl)cc3)CC2)cc1
. | 34 | CS/C(=N\S(=O)(=O)c1cccs1)NC(=O)CSc1nc2ccccc2s1
116 | -9 | Cc1c(NC(=O)c2c(F)cccc2F)c(=O)n(-c2ccccc2)n1C
. | 5 | COc1ccccc1N1CCN(c2ccc(-c3ccccc3)nn2)CC1
. | 2 | COc1ccc(N(CC(=O)N2CCOCC2)S(C)(=O)=O)cc1
101 | 6 | CCC(CC)C(=O)Nc1c2c(nn1-c1ccc(OC)cc1)CS(=O)(=O)C2
. | 4 | CCOC(=O)C(=O)NCc1ccc(Cl)cc1
92 | 8 | C=C(C)COc1ccc(-c2n[nH]c(C)c2-c2ccccc2OC)c(O)c1
110 | 0 | CCOC(=O)N1CCC(Nc2c(NCCN3CCN(c4cccc(Cl)c4)CC3)c(=O)c2=O)CC1
. | 9 | CC(C)(C)c1ccc(C(=O)Nc2cccc3nsnc23)cc1
142 | 4 | COc1ccccc1CNC(=O)c1ccc(S(=O)(=O)N2CCCC2)cc1
. | 0 | COc1ccc(C(=O)OCC(=O)c2cc(OC)ccc2OC)c(OC)c1
90 | 14 | Cc1ccc2[nH]c(=O)c(CN(C)C(=O)c3ccccn3)cc2c1
. | 6 | CCOC(=O)c1ccc(N2NC(=O)/C(=C/c3cc(Cl)cc(Br)c3O)C2=O)cc1
134 | 9 | Cc1cc(NC(c2cccnc2)c2ccc3cccnc3c2O)no1 (stereo not drawn)
. | 1 | CC(=O)N/C(=N/c1nc(C)cc(C)n1)Nc1ccc(Cl)c(Cl)c1
109 | 10 | Cc1nn(-c2ccccc2)c2sc(C(=O)N3CCCCC3)cc12
. | 0 | COc1ccc(N=Cc2c(O)n(-c3ccccc3OC)c(=O)[nH]c2=O)cc1

# (more compounds)
BAP1 block | HePTP inh | structure
. | -11 | CCCC(=O)Nc1ccc(Cc2ccc(NC(=O)CCC)c(C(=O)O)c2)cc1C(=O)O
126 | 3 | CN1C(=O)C2(OCC(COc3ccc(Cl)cc3)O2)c2ccccc21 (stereo not drawn)
70 | -7 | O=S(=O)(NCc1ccco1)N1CCCCCC1
89 | 5 | Cc1cccc(N2CCN(CCNC(=O)c3cc4c(s3)CS(=O)(=O)C4)CC2)c1C
. | 13&-8 | COc1ccc2[nH]c(=O)c3c(c2c1)OC(C)(C)C=C3
89 | 2 | O=C(Nc1ccc(S(=O)(=O)N2CCOCC2)cc1)c1ccco1
. | 3 | COc1ccc(C(NC(=O)c2ccccc2)c2ccc(OC)cc2)cc1
. | 2 | Cc1ccc(OCC(=O)Nc2ccc(C)cc2Br)c(C)c1
79 | -1 | COc1ccc(C/C(O)=C(\C#N)c2nc3ccccc3s2)cc1
66 | 7 | Cc1cccc(OCC(=O)Nc2ccc(S(=O)(=O)N3CCCC3)cc2)c1
. | -13 | O=C(NCCOc1ccccc1F)c1ccc(F)c2ccccc12
. | -15 | Nn1c(SCC(=O)NC2CCCCC2)nnc1-c1ccccc1
93 | 9 | Cc1ccc(-c2c3c(=O)n(C)c(=O)n(C)c3cn2Cc2cccnc2)cc1
96 | 0 | CC1=C(C(=O)NCCN2CCOCC2)C2(CCC(C)CC2)OC1=O (stereo not drawn)
84 | 2 | O=C(Cn1ncc2c1-c1ccccc1OC2)N(Cc1ccco1)C1CCCCC1
135 | -2 | CCc1nnc(NC(=O)c2ccc(N(C)S(=O)(=O)c3ccccc3)cc2)s1
. | 3 | COc1ccc(/C=C2\S/C(=N/N=C/c3ccc(OC)cc3)N(c3ccc(O)cc3)C2=O)cc1
163 | 3 | Cc1ccc(S(=O)(=O)Nc2cc(C)nn2-c2ccccc2)cc1
. | 84* | Cc1cc(C)cc(N2C(=O)NC(=O)/C(=C\c3ccc([N+](=O)[O-])o3)C2=O)c1
. | -3 | O=C1NC(=S)N(c2ccccc2)C(=O)/C1=C/c1ccc(OCc2ccc(Cl)cc2)cc1
92 | -9 | CCC(CO)N=CC1=C(O)CC(C)(C)CC1=O (stereo not drawn)
. | 5 | O=C(Nc1ccc(O)c(-c2nc3ccccc3o2)c1)c1cc2ccccc2o1
98 | 9 | O=C(COC(=O)C1=COCCO1)Nc1ccccc1Oc1ccccc1
. | -3 | CCC(CC)=NNC(=O)C(=O)Nc1ccc(F)cc1
. | 0 | Cc1ccc(C)c(NC2=NC3(CCCC3)N=C(N)N2)c1
. | -11 | N#C/C(=C/c1ccc(Cl)cc1)C(=O)Nc1cccc(Br)c1
191 | . | Cc1cccc(N=c2oc3ccccc3cc2-c2nc3ccccc3[nH]2)c1
. | 7 | CC1C(=O)N(c2ccc(Cl)c(Cl)c2)C(=N)N1c1nc(N(C)C)nc(N(C)C)n1 (stereo not drawn)
80 | . | COc1ccc(N2C(=O)CSC2c2cc(Br)ccc2OC)cc1 (stereo not drawn)
88 | 11 | OC1CCCCC1Sc1nc2ccccc2s1 (stereo not drawn)
57 | 1 | CN(c1ccc(C(=O)Nc2cccnc2)cc1)S(C)(=O)=O
105 | 6 | O=C1C(=O)N(CCCn2ccnc2)C(c2cccnc2)/C1=C(/O)c1ccc(F)cc1 (stereo not drawn)
79 | 5 | COc1ccc(C=NCCCN2CCOCC2)cc1
. | -3 | COc1cc(-c2csc(/C(C#N)=C/Nc3cccc(F)c3)n2)ccc1O
128 | -2 | CC(NC(=O)c1ccccc1Cl)C1COc2ccccc2O1 (stereo not drawn)
. | -9 | COc1ccc(C2Nc3ccccc3C(=O)N2Cc2ccco2)cc1COc1ccccc1F (stereo not drawn)
. | 9 | O=c1c2ccccc2nnn1CSc1nc2sc3c(c2c(=O)n1CC1CCCO1)CCC3 (stereo not drawn)
. | -2 | CCC(C)(C)n1nnnc1C(c1cccc(C#N)c1)N1CCN(c2cccc(C)c2C)CC1 (stereo not drawn)
98 | -6 | Cc1ccc(Nc2cc(C)nc3nc(C)nn23)cc1
. | 6 | CC1CC(=O)Nc2cc([N+](=O)[O-])ccc2N1 (stereo not drawn)
100 | 12 | COc1ccccc1CNC(=O)CCn1c(=O)[nH]c2ccsc2c1=O
58 | 10 | COc1ccc(Cc2nnc(SCC(=O)Nc3ncc(C)s3)o2)cc1
. | -5 | Cc1ccc(/C=C2\N=C(c3ccc(Cl)cc3)OC2=O)cc1
. | 5 | COC(=O)c1ccccc1NC(=O)C(c1ccccc1)c1ccccc1
60 | . | NC(=O)c1cc(-c2cccnc2)no1
131 | -8 | Cc1cc(C(F)(F)F)c2sc(N)nc2n1
. | 6 | Cc1cc(C)c(Cc2cc([N+](=O)[O-])ccc2C)c(C)c1
. | 5 | COc1ccc(/C=C2/SC(=O)NC2=O)cc1[N+](=O)[O-]
86 | . | O=C(CC1SC(=Nc2ccccc2)N(c2ccccc2)C1=O)Nc1ccc([N+](=O)[O-])cc1 (stereo not drawn)
457 | 2 | COc1ccc(-c2ccc(-c3nnc(-c4ccncc4)o3)cc2)cc1
71 | -1 | O=C(Nc1cccnc1)Nc1ccc(F)c(Cl)c1
. | -4 | CC(C)CCC1(C)NC(=S)N(c2ccc(Cl)cc2)N1 (stereo not drawn)
68 | 6 | C=CCOc1nc(-c2ccncc2)nc2ccccc12
. | 1 | O=C(Nc1ccccc1C(=O)Nc1ccc(Br)cc1)c1ccccc1
114 | 10 | COC(=O)C(CC(=O)c1ccc(Br)cc1)n1ccnc1 (stereo not drawn)
. | 6 | CCOC(=O)C(CCCCOc1ccc(C)c(C)c1)C(=O)OCC
97 | . | COc1cccc2cc(-c3nc4ccccc4[nH]3)c(=Nc3cccc(C#N)c3)oc12
. | 8 | Cn1nnnc1SCC(=O)c1ccco1
. | -7 | O=C(NC1CS/C(=C/c2ccccc2)C1O)c1ccccc1 (stereo not drawn)
119 | 7 | O=C(CN1C(=O)COc2ccccc21)c1cccc(Cl)c1

# Additional compounds follow.
BAP1 block | HePTP inh | structure
. | 0 | O=C(CSc1nnc(SCC(=O)c2ccc(F)cc2)n1-c1ccccc1)c1ccc(F)cc1
131 | -20 | Cc1ccc(-n2nc(C)c3c(-c4cccs4)c(C#N)c(N)nc32)cc1
. | -6 | O=C(c1cccc([N+](=O)[O-])c1)N1CCN(c2cccc(C(F)(F)F)c2)CC1
115 | 6 | COc1ccccc1CNC(=O)C1CCCN(S(=O)(=O)c2c(C)[nH]c(=O)[nH]c2=O)C1 (stereo not drawn)
106 | 7 | CC(C)CNS(=O)(=O)c1ccc(C(=O)Nc2ccc3c(c2)OCCO3)cc1
57&95 | 2 | CC(=O)N[C@@H](CS)C(=O)O
53 | 4 | O=C(CS(=O)(=O)Cc1ccccc1)N1CCc2ccccc2C1
127 | 9 | Cc1ccc(C)c(N2CCN(C(=O)COc3cc(=O)n(C)c4ccccc34)CC2)c1
98 | 6 | CC(=O)NC1C(=O)N(CCc2ccccc2)c2ccccc21 (stereo not drawn)
68 | 12 | CCn1c(SCC#N)nc2c(c1=O)C1(CCCC1)Cc1ccccc1-2
